Screening results (PubChem BioAssay)
ELG1 DNA repair = qHTS screen for small molecules that inhibit ELG1-dependent DNA repair in human embryonic kidney (HEK293T) cells expressing luciferase-tagged ELG1; Potency, µM (highest dose often 46.1 µM), for inactives: at the highest dose activity change, negative = inhibition, most hits filed as inhibitors; 330,000 compounds, 2.3% hits; HEK293T ELG1-luciferase reporter, luminescence, 16 h; DNA damage induced by 5-fluorouridine; AID 504467, 2011; note: potency is the fitted concentration of half-maximal effect; % is set by controls: 0 for no effect and ±100 for the full control effect; nearly all actives have a fitted effect of over 55% in size
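Overnight (16 hr) co-exposure of 2,000 cells/well to 5-fluorouridine and compound at 37 °C preceded detection. Luciferase was quantified via ONE-Glo luminescence; loss of signal denotes inhibition.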
Eya2 phos inh = qHTS Assay for Inhibitors of the Phosphatase Activity of Eya2; Protein phosphatase EYA2 (Homo sapiens), O00167; recombinant Eya2, OMFP fluorescence dephosphorylation (OMFP is methylfluorescein phosphate); Potency, µM (doses to about 76.9 µM), without a hit: at the top dose activity, negative = inhibition, usual class: inhibitors; 330,000 compounds, 0.006% hits; AID 488837, 2010; note: potency is the fitted concentration of half-maximal effect; % is set by controls: 0 for no effect and ±100 for the full control effect
Target sequence (O00167 whole entry, looked up): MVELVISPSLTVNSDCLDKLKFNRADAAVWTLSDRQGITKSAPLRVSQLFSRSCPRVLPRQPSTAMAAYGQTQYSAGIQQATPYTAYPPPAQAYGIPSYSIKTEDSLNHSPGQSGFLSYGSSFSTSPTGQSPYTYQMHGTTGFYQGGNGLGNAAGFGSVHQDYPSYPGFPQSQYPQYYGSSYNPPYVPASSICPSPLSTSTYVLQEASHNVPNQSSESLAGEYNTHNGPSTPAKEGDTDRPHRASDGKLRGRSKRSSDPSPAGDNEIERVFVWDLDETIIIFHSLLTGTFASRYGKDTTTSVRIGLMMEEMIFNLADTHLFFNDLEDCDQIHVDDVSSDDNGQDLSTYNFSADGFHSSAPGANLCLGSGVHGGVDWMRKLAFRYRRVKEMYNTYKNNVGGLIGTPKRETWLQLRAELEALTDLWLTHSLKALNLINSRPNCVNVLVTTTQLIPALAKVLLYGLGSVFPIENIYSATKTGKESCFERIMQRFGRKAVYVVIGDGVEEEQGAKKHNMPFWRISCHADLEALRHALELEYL
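Eya2 (0.2 uM) preincubated 10 min at ambient with compound, then OMFP substrate added at 50 uM; 10 min reaction in 50 mM HEPES pH 7.5, 50 mM NaCl, 5 uM MgCl2, 0.05% BSA, 1 mM DTT. Fluorescence read at Ex 485/Em 525 nm.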
TSG101-PTAP inh = qHTS Assay for Iinhibitors of HIV-1 Budding by Blocking the Interaction of PTAP/TSG101; AID 493005, 2010; Potency, µM (top dose mostly 115 µM), without a hit: at the highest dose activity change, negative = inhibition, usual class: inhibitors; Fluorescence polarization, FITC-PTAP peptide / Tsg101 binding; 340,000 tested, under 10 active; Tumor susceptibility gene 101 protein (Homo sapiens), Q99816; active = well fitted inhibition curve with a large enough effect in the main read-out, with a control signal flat, not every such curve was filed as active; inconclusive = small, poorly fitted or top-dose-only effect, or effect the other way, or a change in a side signal; inactive = no such curve, though single readings can be large or run the other way; note: potency is the fitted concentration of half-maximal effect; % of control where 0% means no effect
Target sequence (Q99816 whole entry, looked up): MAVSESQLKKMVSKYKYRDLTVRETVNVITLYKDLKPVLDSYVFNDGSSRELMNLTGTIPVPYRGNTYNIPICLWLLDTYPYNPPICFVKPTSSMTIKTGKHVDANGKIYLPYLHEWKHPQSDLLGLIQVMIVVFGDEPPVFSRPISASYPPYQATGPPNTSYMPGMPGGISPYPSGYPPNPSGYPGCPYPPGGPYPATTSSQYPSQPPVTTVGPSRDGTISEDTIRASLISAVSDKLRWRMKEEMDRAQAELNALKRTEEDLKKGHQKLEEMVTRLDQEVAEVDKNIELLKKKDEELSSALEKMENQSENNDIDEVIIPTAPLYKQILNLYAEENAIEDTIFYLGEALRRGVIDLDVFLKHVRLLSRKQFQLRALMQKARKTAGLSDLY
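Tsg101 binding domain (10 uM final) was mixed with compound and a FITC-labeled PTAP peptide (50 nM final) in HEPES pH 7.5 buffer with NaCl, Tween 20, EDTA and TCEP; fluorescence polarization was read after 20 min at r.t.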
TCR act = Activators of T cell receptors: qHTS campaign; primary human leukocytes, anti-CD3, IL-2 HTRF, 48 h; Potency, µM (highest dose often 9.22 µM), inactives show at the highest dose activation of IL-2 secretion, most hits filed as activators; 330,000 tested, under 10 active; AID 504894, 2011; note: % of control where 0% means no effect
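Human primary leukocytes + a-CD3 beads + cpd, 48 hr; IL-2 in supernatant by HTRF (ex 320nm / em 665nm). No co-stimulatory signal supplied.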
Tb PFK block = qHTS Assay to Find Inhibitors of T. brucei phosphofructokinase. T. brucei PFK, ADP-Glo luminescence. Potency, µM (top dose mostly 57.5 µM), for the others: at the highest dose activity, negative = inhibition, usual class: inhibitors. 330,000 compounds, 0.17% hits;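 note: potency is the fitted concentration of half-maximal effect; 0% = uninhibited 1x PFK enzyme wells and -100% = no-enzyme wells; nearly all actives have a fitted effect of over 60% in size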
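In TEA buffer at pH 8.0 with 5 mM MgCl2, enzyme (1.25 nM) converted F6P (0.5 mM) and ATP (0.1 mM) for 45 min at room temperature. ADP product was read by luciferase luminescence.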
B2AR arrestin = qHTS assay of beta-arrestin-biased ligands of beta2-adrenergic receptor | Beta-2 adrenergic receptor (Homo sapiens), P07550 | beta-arrestin recruitment to beta2AR, cell-based reporter | Potency, µM (titrated, usually from 46.1 µM), for the others: at the highest dose activation, most hits filed as activators | 330,000 compounds, 0.02% hits | AID 492947, 2010;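 note: potency is the fitted concentration of half-maximal effect; 0% = DMSO controls and full agonism = EC100 isoproterenol or metaproterenol; nearly all actives have a fitted effect of over 65% in size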
uPA surface inh = qHTS for Inhibitors of Cell Surface uPA Generation. cell surface uPA generation assay, qHTS. Potency, µM (series often up to 38.3 µM), for inactives: at the highest dose activity change, negative = inhibition, most hits filed as inhibitors. 330,000 compounds, 0.31% hits; active = well fitted inhibition curve with a large enough effect; inconclusive = small, poorly fitted or top-dose-only effect; inactive = no such curve, though single readings can be large or run the other way; tested in mouse RAW 264.7 cells; note: potency is the fitted concentration of half-maximal effect; % is set by controls: 0 for no effect and ±100 for the full control effect; nearly all actives have a fitted effect of over 55% in size
USP2a block = qHTS Assay for Inhibitors of Ubiquitin-specific Protease USP2a Using CHOP2 as the Reporter | Ubiquitin carboxyl-terminal hydrolase 2 (Homo sapiens), O75604 | USP2 core, Ub-CHOP2 coupled fluorogenic reporter, 485/531 | Potency, µM (doses to about 38.3 µM), inactives show top-dose activity change, negative = inhibition, usual class: inhibitors | 330,000 compounds, 0.01% hits;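 note: potency is the fitted concentration of half-maximal effect; plate controls were DMSO wells for no effect and full inhibition by NEM control for full effect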
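USP2 core (10nM final) preincubated 30min RT with compound in 20mM Tris-HCl pH 8.0, 2mM CaCl2, 2mM beta-mercaptoethanol, 0.05% CHAPS; 25nM Ub-CHOP2 plus 25nM reporter substrate added, fluorescence (Ex485/Em531) read after 60min.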
TSHR antagonist = Antagonists of the Thyroid Stimulating Hormone Receptor: HTS campaign | activity change, negative = inhibition, % at 11.5 µM | TSHR-expressing cells, TSH-stimulated cAMP HTRF, 2 h; stronger effect = lower value | 330,000 compounds, 0.2% hits | Thyrotropin receptor (Homo sapiens), P16473;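 active = activity change below a set negative limit, meaning inhibition stronger than a set level, cut at about -70% in these data; inconclusive = activity change between two set negative limits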; note: % is set by controls: 0 for no effect and ±100 for the full control effect
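TSHR-expressing cells, 200/well, pre-treated with compound, then stimulated with EC80 TSH (4nM final) for 2 hours at 37 deg C. cAMP measured by competitive HTRF: anti-cAMP cryptate antibody in lysis buffer plus cAMP-d2, read after 30 minutes at room temperature.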
Mito fusion yeast = qHTS Assay for Small Molecule Inhibitors of Mitochondrial Division or Activators of Mitochondrial Fusion; S. cerevisiae fusion-defective mutant growth rescue, CellTiterGlo 48 h; Potency, µM (doses to about 46.1 µM), for inactives: at the highest dose growth rescue (activation), most hits filed as activators; 320,000 compounds, 0.23% hits; AID 485298, 2010;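 note: potency is the fitted concentration of half-maximal effect; % of control where 0% means no effect; nearly all actives have a fitted effect of over 45% in size; temperature-sensitive fusion mutants such as fzo1-1 at 37 °C on non-fermentable ethanol glycerol medium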
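Temperature-sensitive fusion-defective S. cerevisiae (e.g. fzo1-1, mgm1-5) were grown with compound in YPEG medium (3% ethanol, 3% glycerol) for 48 hours at 37C. Growth rescue was measured as viability by CellTiterGlo luminescence after 10 minutes at ambient.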
Chronic BCR inh = qHTS Assay to Find Inhibitors of Chronic Active B-Cell Receptor Signaling. ABC-DLBCL IkBa-CBG/CBR reporter, luminescence ratio, 4 h. 340,000 compounds, 0.05% hits. AID 493014, 2011. Potency, µM (top dose mostly 46.1 µM), for the others: at the highest dose ratio change, negative = lower green/red ratio, actives largely listed as inhibitors; active = well fitted inhibition curve with a large enough effect in the signal ratio, with a control signal flat, not every such curve was filed as active; inconclusive = small, poorly fitted or top-dose-only effect, or effect the other way, or a change in a side signal; the % refers to the signal ratio;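 note: potency is the fitted concentration of half-maximal effect; plate controls were basal doxycycline-induced cells for no effect and cells given 10 µM MG132 for full effect; MG132 reads +100%, hits lower the ratio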
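Cell line TMD8 (human ABC DLBCL), stably expressing tet-inducible CBG68-IkBa fusion and CBR; IMDM/0.5% FBS; cpd up to 46 uM; dox induction, 4 h, 37C/5% CO2; dual luminescence; green/red ratio; MG132 control.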
Numbers without * were called inactive; ? = inconclusive; nt = no result given; [ ] = another dose, or the depositor's remark. Unless noted, calls come from the whole dose curve; as a rule, active = well fitted curve in the direction sought with a large enough effect; inconclusive = small, poorly fitted or top-dose-only effect, or another doubt; inactive = no such curve, though single readings can be large; an effect the other way counts as inactive or inconclusive. This is a subset (hit frequency here may not be typical).

SMILES	ELG1 DNA repair	Eya2 phos inh	TSG101-PTAP inh	TCR act	Tb PFK block	B2AR arrestin	uPA surface inh	USP2a block	TSHR antagonist	Mito fusion yeast	Chronic BCR inh
O=C(Cc1ccccc1)OCn1nnc2ccccc2c1=O	6%	6%	-4%	2%[46.1 µM]	-7%	-0.6%	-4%	-2%	-4	0%	-21%
CCOC(=O)c1sc(=NC(=O)c2ccc(C)c(C)c2)n(C)c1C	?	3%	-1%	-17%	0%	0.0%	-1%	4%	-2	0%	11%
O=C(O)CCn1cc(C=C2C(=O)NC(=O)NC2=O)c(-c2cc3ccccc3oc2=O)n1	-17%	11%	0%	5%	11%	-0.1%	-2%	10%	-3	1%	0%
COc1cc(OC)c(OC)cc1CNCCc1ccc(F)cc1	-6%	-12%	-1%	8%	-10%	-0.3%	-9%	-8%	-22	5%	-1%
O=c1[nH]c2ccccc2o1	7%	-5%	-2%	4%	-6%	-0.7%	-4%	5%	9	1%	5%
OCCN1C2CCC1CC(O)(c1ccc(F)cc1)C2 (stereo unspecified)	11%	0%	-4%	-3%	5%	-0.1%	1%	2%	0	-4%	0%
CN1CCN(/N=C/c2c(O)n(Cc3ccc(F)cc3)c(=O)[nH]c2=O)CC1	-2%	1%	-3%	-2%	-1%	-0.2%	-3%	1%	6	-2%	1%
CCCC/C(=N\O)c1c[nH]c2ccccc12	17%	-8%	-3%	-6%	-6%	0.0%	14%	1%	2	6%	-12%
C=CCN1C(=O)NC(=O)/C(=C/c2ccc(OC)c(COc3ccc(NC(C)=O)cc3)c2)C1=O	15%	17%	-2%	-2%	-7%	-0.2%	-4%	0%	1	-2%	?
NC(=O)c1ccc(C(=O)Nc2ccc([As](=O)(O)O)cc2)cc1	-1%	6%	nt	nt	5%	0.2%	nt	3%	-8	-5%	?
CCCNC(=O)c1c(N)n(Cc2ccc3c(c2)OCO3)c2nc3ccccc3nc12	?	5%	-7%	0%	-1%	-0.3%	-1%	2%	4	0%	?
CCc1ccc(OCC(=O)N2CCN(Cc3ccc4c(c3)OCO4)CC2)cc1	-20%	-2%	1%	nt	3%	-0.6%	7%	-1%	-19	?	24%
O=C(CCNC(=O)N1C[C@H]2C[C@@H](C1)c1cccc(=O)n1C2)Nc1cccc(Cl)c1	?	0%	1%	2%	1%	-0.4%	3%	0%	6	0%	?
COc1ccccc1-n1c(Cc2ccccc2)nc2ccccc2c1=O	2%	0%	-2%	-1%	-6%	-0.3%	nt	-3%	-1	-3%	7%
CCOc1ccccc1-n1c(O)c(C=NCCCn2ccnc2)c(=O)[nH]c1=O	18%	3%	-4%	-7%	-2%	-1.9%	-2%	-9%	1	1%	11%
CC1CN=C(NCCc2ccccc2)S1 (stereo unspecified)	15%	-4%	0%	-15%	-13%	6.7%	25%	2%	10	-7%	4%
CN1CCCN(c2ccc([N+](=O)[O-])nc2)CC1	14%	5%	1%	1%	-1%	0.5%	-2%	-1%	12	8%	3%
CC(=O)c1cnc(-c2cccc(Cl)c2)s1	?	1%	0%	3%	0%	-0.3%	-5%	1%	-6	1%	?
O=C1/C(=C\c2cc3c(cc2Br)OCO3)N2CCC1CC2	7%	1%	-3%	3%[46.1 µM]	-2%	-1.3%	-2%	-6%	18	?	?
FC(F)(F)/C(=N\P(=S)(N1CCOCC1)N1CCOCC1)N1CCOCC1	4%	5%	-8%	1%	-4%	-0.5%	nt	-2%	7	-4%	?
Cc1cccc(CNCCc2ccccc2)n1	1%	8%	-3%	1%[46.1 µM]	0%	-0.6%	1%	1%	-5	-4%	0%
CC(C)c1c(CN(C)C(C)Cc2ccccc2)n(C)n(-c2ccccc2)c1=O (stereo unspecified)	-7%	-1%	-2%	-2%	-6%	-0.1%	12%	-1%	5	28%	0%
Cc1ccc(O)c(C(=O)c2cc(C(=O)NCc3ccccc3)c(=O)n(Cc3ccccc3)c2)c1	?	-10%	-6%	1%[46.1 µM]	8%	0.1%	2%	-6%	8	25%	6%
CN1C(=O)/C(=C\c2ccc(N3CCCCC3)o2)C(=O)NC1=S	?	9%	?	-1%	-3%	0.1%	-5%	2%	-11	-5%	1%
COc1ccc2c(c1)NP(=S)(Oc1ccccc1)N2 (stereo unspecified)	?	10%	?	-3%	-4%	-0.9%	-6%	6%	-1	4%	?
CCOc1ccc(N=C2SCCCN2C)cc1	0%	-1%	-7%	4%[46.1 µM]	-1%	0.5%	5%	0%	9	-4%	16%
CCn1c(O)c(C=NCCN2CCOCC2)c(=O)n(CC)c1=S	0%	7%	0%	-6%	-5%	5.9%	-4%	-2%	1	3%	0%
CCOC(=O)C1(CCOc2ccccc2)CCN(Cc2cccc(O)c2)CC1	-14%	3%	-3%	-5%	-2%	-1.1%	1%	5%	-7	-7%	-9%
COc1ccc2c3c1OC1C(O)C=CC4[C@@H](C2)N(C)CC[C@]314 (stereo partly specified)	14%	-3%	-5%	-2%	2%	-2.1%	-4%	1%	-10	nt	-2%
COc1cccc(-n2c(C)nc3ccccc3c2=O)c1	17%	4%	-3%	7%	-8%	-0.4%	2%	0%	7	6%	0%
CC(C)N1CCC2(CC1)NC(CO)(CO)CO2	8%	2%	-6%	-2%	0%	-0.3%	4%	-8%	19	-5%	3%
COc1ccccc1OCC(=O)N1CCCC(N2CCN(c3ccc(F)cc3)CC2)C1 (stereo unspecified)	-22%	-16%	nt	2%	2%	-0.3%	-3%	-1%	-1	1%	3%
CC(C)(C)c1ccc(O)c(CN2CCN(c3ccccc3)CC2)c1	-12%	-11%	-3%	1%	4%	-0.4%	5%	-6%	24	0%	5%
COC(=O)C1=C(c2ccc(F)cc2OCc2ccccc2)C[C@@H]2CC[C@H]1N2C(=O)N1CCC(C)CC1	-15%	-21%	-1%	0%	0%	0.1%	-21%	-12%	17	19%	0%
O=c1c2ccccc2nc(CN2CCCCCC2)n1-c1ccc(F)cc1	0%	5%	-2%	1%	2%	0.0%	nt	0%	-5	-3%	-8%
Cc1cccc(OCCn2cccc2/C=C2/C(=O)NC(=O)N(Cc3ccco3)C2=O)c1	?	0%	1%	8%	-5%	-0.8%	3%	-3%	5	-9%	10%
CC(=O)N1CCN(CCN=Cc2c(O)n(-c3ccc(C)cc3)c(=S)[nH]c2=O)CC1	-3%	0%	-1%	-1%	2%	0.4%	21%	3%	-6	4%	1%
CC1CN(c2ccc([N+](=O)[O-])cc2Cl)CCN1 (stereo unspecified)	24%	-11%	-2%	7%	9.5µM*	-0.1%	5%	-3%	0	4%	-6%
C[N+]1(C)C2CCC1CC(OC(=O)c1ccccc1)C2 (stereo unspecified)	23%	-3%	1%	6%	-1%	-0.6%	9%	2%	2	2%	2%
O=C(NCc1cc(C(F)(F)F)ccc1Cl)c1cccc2c1C(=O)c1ccc(Cl)cc1S2(=O)=O	?	12%	nt	nt	0%	0.0%	nt	3%	-11	nt	0%
O=C(c1cc(F)ccc1F)C1CCCN(Cc2cccc(Cl)c2)C1 (stereo unspecified)	1%	7%	-1%	-5%	-4%	-1.2%	16%	-2%	16	-3%	-3%
COc1ccc(/C=C2/C(=O)NC(=O)N(Cc3ccco3)C2=O)cc1	10%	?	nt	nt	?	0.5%	nt	?	30	9%	2%
O=C1NC(=O)C(=Cc2coc3ccccc3c2=O)C(=O)N1	13%	13%	-10%	2%	-5%	0.3%	3%	1%	7	-11%	?
O=c1c2ccccc2nc(/C=C/c2ccccc2)n1-c1ccccc1O	?	2%	0%	-3%	-3%	0.3%	-5%	0%	26	18%	?
C=CCn1c(O)c(C(CC)=Nc2ccc(N(C)C)cc2)c(=O)[nH]c1=O	-23%	-19%	1%	8%	-12%	-0.6%	4%	0%	-13	-6%	18%
